# Compound activity deposited in PubChem by National Center for Advancing Translational Sciences (NCATS).
# BRCA1 expr act = increases BRCA1 expression. actives 1.1% (n = 380,000). Potency, µM (highest dose often 46.1 µM), for inactives: top-dose activation, actives largely listed as activators. AID 624202. MCF7-BRCA1-FFLuc reporter, luminescence, 48 h; response scale: scaled: vehicle 0%, 10 µM genistein 100%; further: nearly all actives have a fitted effect of over 80% in size; some results filed as inactive show a strong effect at the top dose
#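 Compounds are tested at multiple concentrations on MCF7 BRCA1-luciferase reporter cells seeded at 2000 per well; after 48 h, a single luminescence end-point is taken and curves fitted to the normalized data.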
# Integrin act MD = activates integrin-mediated alleviation for muscular dystrophy. alpha7betagal myoblasts, beta-gal FDG fluorescence, 48 h. Potency, µM (doses to about 38.3 µM), for the others: at the top dose activation, actives largely listed as activators. actives 0.064% (n = 350,000). AID 624291;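 further: 100% = response of the positive control SU9516; nearly all actives have a fitted effect of over 60% in size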
#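 alpha7betagal+/- myoblasts (passage 13, 250/well) treated 48 h at 37C with compounds at 1:260 dilution of DMSO stock. Lysed, then beta-galactosidase activity read as FDG fluorescence (ex 480/em 540) after 30 min, with pre-read for autofluorescence.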
# * hit, by the source's call; ? = inconclusive; [ ] = dose if it differs, or a comment. The call rests on the fitted dose curve; in most records, active means well fitted activation curve with a large enough effect; inconclusive means small, poorly fitted or top-dose-only effect; inactive means no such curve, though single readings can be large or run the other way. Potency means the concentration at half of the fitted maximal effect.
no. | Structure | BRCA1 expr act | Integrin act MD
1 | C[C@@H]1CN([C@@H](C)CO)C(=O)CCCn2cc(nn2)CO[C@H]1CN(C)S(=O)(=O)c1ccccc1F | 3.2% | 5.6%
2 | C[C@@H]1CN([C@@H](C)CO)S(=O)(=O)c2ccc(Br)cc2O[C@H]1CN(C)C(=O)c1ccccc1 | -16.8% | 1.9%
3 | CC(C)COC(=O)N(C)C[C@H]1OCc2cnnn2CCCC(=O)N([C@H](C)CO)C[C@H]1C | -14.0% | -8.5%
4 | C[C@H]1CN([C@@H](C)CO)C(=O)CCCn2nncc2CO[C@H]1CN(C)C(=O)Nc1ccccc1 | 8.5% | 13.7%
5 | COCCNC(=O)c1cc(S(=O)(=O)N2CCC3(CC2)OCCO3)ccc1F | -8.7% | 8.4%
6 | Cc1cc(C)nc(NS(=O)(=O)c2ccc(NCN3C(=O)c4ccccc4C3=O)cc2)n1 | -5.5% | -7.3%
7 | C[C@H](CO)N1C[C@H](C)[C@@H](CN(C)Cc2ccncc2)OCc2cnnn2CCCC1=O | 12.0% | 1.5%
8 | CCCc1c(C(=O)N/N=C/c2ccc(OCc3ccccc3)cc2)nnn1-c1nonc1N | 45.7% | -1.0%
9 | COC(=O)c1cc(NC(=O)CC(=O)c2cccc(N)c2)cc(C(=O)OC)c1 | -0.3% | -0.5%
10 | CC(C)(C)OC(=O)NCCc1onc(-c2cccc([N+](=O)[O-])c2)c1C(=O)O | -3.1% | 7.5%
11 | CC(C)CC1C(=O)N(Cc2cn(Cc3ccco3)nn2)CCS(=O)(=O)N1Cc1ccc(-c2ccc(F)nc2)cc1 (configuration not stated) | -19.3% | -26.4%
12 | O=C(O)c1cnc2ccc(Cl)cc2n1 | -21.9% | 22.0%
13 | COC[C@H](NS(=O)(=O)c1ccc(Br)cc1F)[C@@H](O)c1ccccc1 | 13.0% | 18.9%
14 | O=C(c1ccco1)N1CCC2CC1c1c(Cl)cccc12 (configuration not stated) | 0.9% | 19.0%
15 | Cn1cc(/C=C(\NC(=O)c2ccccc2)C(=O)NCCCn2ccnc2)c2ccccc21 | -1.4% | -2.5%
16 | C/C(=N\NC(=O)c1ccccc1-n1cccc1)c1ccccn1 | -74.7% | -55.0%[inhibitor]
17 | Cc1ccc(S(=O)(=O)N(C)C[C@H]2Oc3cc(Br)ccc3S(=O)(=O)N([C@H](C)CO)C[C@H]2C)cc1 | -18.0% | 2.3%
18 | CC1CCN(C(=O)CSc2nnc(-c3ccco3)n2N)CC1 | -2.0% | 4.5%
19 | NC(=S)c1csc(CCNC(=O)c2ccccc2)n1 | 1.3% | -5.3%
20 | COc1ccccc1-c1noc2c1C(=O)NCC2 | 5.3% | 16.1%
21 | CN1CCN(C(=O)CCn2c(=S)[nH]c3ccccc3c2=O)CC1 | 9.0% | 7.1%
22 | Cc1ccc(S(=O)(=O)N2C[C@H]3C(=O)C[C@@H](c4ccccc4)N(S(=O)(=O)c4ccc(C)cc4)[C@H]3C[C@H]2c2ccc(Cl)cc2)cc1 | -12.6% | -18.2%
23 | O=C(CSc1nnc(COc2ccc(Cl)cc2)o1)Nc1nccs1 | 14.6% | -20.6%
24 | COc1ccc(CNC(=O)C[C@@H]2C[C@H]3c4cc(NC(=O)C5CCC5)ccc4O[C@H]3[C@@H](CO)O2)cc1 | 1.8% | 4.6%
25 | N#Cc1ccsc1NC(=O)c1ccc2ncsc2c1 | ? | 15.6%
26 | COc1ccc(CCN2CC(C(=O)NCCc3ncccc3C)CCC2=O)cc1 (configuration not stated) | 11.2% | -0.6%
27 | Fc1ccc(-c2nc3c4ccccc4ccn3c2Cc2ccccc2)cc1 | -1.8% | -11.7%
28 | C[C@@H]1CN([C@H](C)CO)S(=O)(=O)c2ccc(C#C[C@@H](C)O)cc2O[C@@H]1CN(C)Cc1ccc(-c2ccccc2)cc1 | -68.1% | -7.2%
29 | O=C1NC(Cc2ccccc2)c2nc3cc(F)ccc3c(=O)n2-c2ncccc21 (configuration not stated) | 0.0% | 19.3%
30 | O=C1OC(COCC#Cc2ccccc2)CN1c1ccccc1 (configuration not stated) | -7.1% | 0.2%

# Records 5 to 22, reprinted for reference:
no. | Structure | BRCA1 expr act | Integrin act MD
5 | COCCNC(=O)c1cc(S(=O)(=O)N2CCC3(CC2)OCCO3)ccc1F | -8.7% | 8.4%
6 | Cc1cc(C)nc(NS(=O)(=O)c2ccc(NCN3C(=O)c4ccccc4C3=O)cc2)n1 | -5.5% | -7.3%
7 | C[C@H](CO)N1C[C@H](C)[C@@H](CN(C)Cc2ccncc2)OCc2cnnn2CCCC1=O | 12.0% | 1.5%
8 | CCCc1c(C(=O)N/N=C/c2ccc(OCc3ccccc3)cc2)nnn1-c1nonc1N | 45.7% | -1.0%
9 | COC(=O)c1cc(NC(=O)CC(=O)c2cccc(N)c2)cc(C(=O)OC)c1 | -0.3% | -0.5%
10 | CC(C)(C)OC(=O)NCCc1onc(-c2cccc([N+](=O)[O-])c2)c1C(=O)O | -3.1% | 7.5%
11 | CC(C)CC1C(=O)N(Cc2cn(Cc3ccco3)nn2)CCS(=O)(=O)N1Cc1ccc(-c2ccc(F)nc2)cc1 (configuration not stated) | -19.3% | -26.4%
12 | O=C(O)c1cnc2ccc(Cl)cc2n1 | -21.9% | 22.0%
13 | COC[C@H](NS(=O)(=O)c1ccc(Br)cc1F)[C@@H](O)c1ccccc1 | 13.0% | 18.9%
14 | O=C(c1ccco1)N1CCC2CC1c1c(Cl)cccc12 (configuration not stated) | 0.9% | 19.0%
15 | Cn1cc(/C=C(\NC(=O)c2ccccc2)C(=O)NCCCn2ccnc2)c2ccccc21 | -1.4% | -2.5%
16 | C/C(=N\NC(=O)c1ccccc1-n1cccc1)c1ccccn1 | -74.7% | -55.0%[inhibitor]
17 | Cc1ccc(S(=O)(=O)N(C)C[C@H]2Oc3cc(Br)ccc3S(=O)(=O)N([C@H](C)CO)C[C@H]2C)cc1 | -18.0% | 2.3%
18 | CC1CCN(C(=O)CSc2nnc(-c3ccco3)n2N)CC1 | -2.0% | 4.5%
19 | NC(=S)c1csc(CCNC(=O)c2ccccc2)n1 | 1.3% | -5.3%
20 | COc1ccccc1-c1noc2c1C(=O)NCC2 | 5.3% | 16.1%
21 | CN1CCN(C(=O)CCn2c(=S)[nH]c3ccccc3c2=O)CC1 | 9.0% | 7.1%
22 | Cc1ccc(S(=O)(=O)N2C[C@H]3C(=O)C[C@@H](c4ccccc4)N(S(=O)(=O)c4ccc(C)cc4)[C@H]3C[C@H]2c2ccc(Cl)cc2)cc1 | -12.6% | -18.2%

# Continued.
no. | Structure | BRCA1 expr act | Integrin act MD
31 | CC1=C(C(=O)N2CCOCC2)CC(CC(=O)NC2CC2)C(=O)N1Cc1ccc(C(C)(C)C)cc1 (configuration not stated) | 0.0% | 15.5%
32 | COc1ccc(C(C)=NNS(=O)(=O)c2ccc(C)cc2)cc1OC | 3.7% | 16.8%
33 | Cc1ccccc1OS(=O)(=O)c1cccc([N+](=O)[O-])c1 | 21.2% | 7.1%
34 | Cc1ccc(CC(C)(O)CC(C)(O)Cc2ccc(C)cc2)cc1 (configuration not stated) | -16.6% | 0.7%
35 | CCCCCCN1C[C@H](O)[C@@H](n2cc(C3CC3)nn2)C[C@@H]1c1ccccc1 | -12.5% | 19.9%
36 | O=C(CN1CCN(Cc2ccccc2)CC1)Nc1cccc(Cl)c1Cl | -23.0% | 4.2%
37 | COC(=O)c1ccc(CNC(=O)c2ccc(OC)c(S(=O)(=O)NC3CC3)c2)cc1 | 3.3% | -3.7%
38 | c1ccc2c(C3OCC4(CCCCC4)CO3)cccc2c1 | ? | -17.8%
39 | O=C(NCc1nnnn1-c1ccc(Cl)cc1)c1ccc([N+](=O)[O-])o1 | -1.6% | -58.1%[inhibitor]
40 | Cc1cccc(S(=O)(=O)N(C)C[C@@H]2OCc3cn(nn3)CCCC(=O)N([C@@H](C)CO)C[C@H]2C)c1 | -1.9% | 5.8%
41 | O=C(NCCO)C(=O)NCC(c1cccs1)S(=O)(=O)c1ccc(F)cc1 (configuration not stated) | -3.1% | 21.3%
42 | CCCCCCn1c(=O)n2n(c1=O)C[C@]1(OC(=O)NCc3ccc(OC)c(OC)c3)CN(S(=O)(=O)c3ccc(C)cc3)C[C@]1(O)C2 | -37.7% | -0.4%
43 | CC(=O)Nc1ccc2sn(-c3ccccc3)c(=O)c2c1 | 5.3% | -50.8%[inhibitor]
44 | Cn1c(=O)c2c(-c3ccccc3)n(-c3ccccc3S)cc2n(C)c1=O | -3.1% | -13.6%
45 | O=C(OCc1cn([C@@H]2CN(C(=O)C3CCCCC3)[C@@H](c3ccccc3)C[C@H]2O)nn1)c1ccccc1 | -6.3% | -0.4%
46 | CC1(C)CC(=O)C=C(c2ccc(-c3cnc4ccccc4c3)cc2)C1=O | 33.4% | -1.9%
47 | COc1cc(C(C)=O)ccc1OCC(=O)N1CCC(Cc2ccccc2)CC1 | -18.5% | -8.5%
48 | CCCCn1c(N)c(N(C)C(=O)CCCn2c(=O)oc3ccccc32)c(=O)[nH]c1=O | -6.7% | 9.5%
49 | CNC(=O)C[C@H]1C(=O)N(c2ccc(Br)cc2)C[C@@H]1CSC | 7.4% | 10.5%
50 | CC1CCN(C(=O)CCn2c(=O)oc3ccc(Cl)cc32)CC1 | 28.8% | 6.4%
51 | CC(C)C1C(=O)N(Cc2cn(CCC3OCCO3)nn2)CCS(=O)(=O)N1Cc1ccc(-c2ccc(F)nc2)cc1 (configuration not stated) | -20.4% | -2.0%
52 | CC(C)CC1C(=O)N(Cc2cn(CCC3OCCCO3)nn2)CCS(=O)(=O)N1Cc1ccc(-c2ccc(F)cc2)cc1 (configuration not stated) | 0.0% | 8.2%
53 | COCC#Cc1ccc2c(c1)O[C@@H](CN(C)S(=O)(=O)c1cccc(F)c1)[C@@H](C)CN([C@H](C)CO)S2(=O)=O | -19.2% | -5.8%
54 | COc1ccc(OCc2cc(C(=O)NC(C)c3nc(C)cs3)no2)c(Cl)c1 (configuration not stated) | 85.0% | 5.3%
55 | COc1ccccc1C1NC(=O)NC(C)=C1C(=O)OCC1CCCCC1 (configuration not stated) | -54.2% | 19.3%
56 | COc1ccc(N2C(=O)CC(Sc3nccc(C)n3)C2=O)c(OC)c1 (configuration not stated) | 5.0% | -17.0%
57 | CC(C)c1ccc(NC(=O)CN(C)C2=NS(=O)(=O)c3ccccc32)cc1 | 0.4% | -15.4%
58 | O=c1c2cc([N+](=O)[O-])ccc2sn1-c1ccccc1 | ? | 4.6%
59 | O=C(COC(=O)c1ccc([N+](=O)[O-])o1)Nc1ccc2c(c1)OC(F)(F)O2 | -2.0% | -0.4%
60 | CN1OC[C@@H]2CN[C@H](c3cccc(N4CCOCC4)c3)C[C@@H]21 | -1.7% | 3.6%
61 | O[C@H]1C[C@H](c2ccc(Cl)cc2)N(Cc2cccs2)C[C@@H]1n1cc(C2CC2)nn1 | -49.9% | -51.5%[inhibitor]
62 | O=C1NC(Cc2ccccc2)c2nc3ccc(Cl)cc3c(=O)n2-c2cc3ccccc3cc21 (configuration not stated) | -25.6% | -11.0%
63 | CC(C)OC(=O)N(C)C[C@@H]1OCc2cnnn2CCCC(=O)N([C@@H](C)CO)C[C@@H]1C | -11.0% | -19.0%
64 | CC1(C)OC(=O)C2=C(CC(CCc3ccccc3)OC2c2ccccc2)O1 (configuration not stated) | -7.0% | 25.3%
65 | c1ccc(COc2ncnc3c2ncn3CCCN2CCN(Cc3cccc4ccccc34)CC2)cc1 | -65.5% | -64.0%[inhibitor]
66 | O=C(O)C1=C2C(=O)Nc3cccc(c32)C2(C1)C(=O)Nc1ccccc12 (configuration not stated) | -5.1% | -14.8%
67 | C/C(=N/NC(=O)c1nnn(-c2nonc2N)c1CSc1ccc(Cl)cc1)c1ccncc1 | -2.0% | -6.9%
68 | O=C1NC(=O)C([N+](=O)[O-])=C(O)C1=O | -2.0% | 1.2%
69 | CN(c1ccccc1)S(=O)(=O)c1cccc(C(=O)NCC(c2cccs2)N2CCOCC2)c1 (configuration not stated) | -6.7% | -11.5%
70 | Cc1ccc(NC(=O)CCCN2C(=O)C(c3ccccc3)Oc3cccnc32)c(C)c1 (configuration not stated) | 1.1% | 4.3%
71 | O=C1NC(Cc2ccccc2)c2nc3cc(F)ccc3c(=O)n2-c2cc3ccccc3cc21 (configuration not stated) | -45.0% | 0.0%
72 | COc1ccc(S(=O)(=O)N2CCN(C(=O)c3cccc(S(=O)(=O)N4CCCC4)c3)CC2)cc1 | -26.2% | 1.2%
73 | Cc1ccc(NC(=O)COc2ccccc2)cc1S(=O)(=O)N1CCCCC1 | -24.9% | -2.0%
74 | CCOC(=O)N(C)C[C@H]1OCc2cnnn2CCCC(=O)N([C@@H](C)CO)C[C@H]1C | 0.0% | 1.5%
75 | CCC(CC)c1nnc(NC(=O)Cc2c[nH]c3ccccc23)s1 | -8.8% | 5.1%
76 | Cc1nnc(SC(C)C(=O)c2c[nH]c3ccccc23)n1C1CC1 (configuration not stated) | 5.9% | 3.4%
77 | NC1(CO)COC(c2ccccc2)OC1 (configuration not stated) | 4.9% | 18.4%

# Only part of the results is shown, so the mix of outcomes need not match the whole.
